High-throughput results (PubChem BioAssay)
CCT chaperon mod: changes cytosolic chaperonin activity | purified chaperonin ATPase assay, HTRF ADP detection, 30 min | activity change, % (test concentration not listed), hits read low | actives 0.3% (n = 360,000); in the data active = activity change below about -30%; note: % is set by controls: 0 for no effect and ±100 for the full control effect
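TRiC (40 or 20 nM final, by batch activity) in 30 mM Tris pH 7.4, 100 mM KCl, 5 mM MgCl2, 1 mM DTT was treated with compound at 76 uM single dose, then 10 uM ATP, 30 min at 37 °C. ADP was read by HTRF Transcreener.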
EPAC2 agonist: activates human EPAC2 exchange factor. actives 0.079% (n = 360,000). EPAC2 activation, biochemical qHTS; response scale: 100% = 6.5 mM cAMP response. Potency, µM (series often up to 154 µM), inactives show at the top dose activation, actives largely listed as activators. Q8WZA2; note: potency is the fitted concentration of half-maximal effect; nearly all actives have a fitted effect of over 50% in size
Target sequence (Q8WZA2 whole entry, looked up): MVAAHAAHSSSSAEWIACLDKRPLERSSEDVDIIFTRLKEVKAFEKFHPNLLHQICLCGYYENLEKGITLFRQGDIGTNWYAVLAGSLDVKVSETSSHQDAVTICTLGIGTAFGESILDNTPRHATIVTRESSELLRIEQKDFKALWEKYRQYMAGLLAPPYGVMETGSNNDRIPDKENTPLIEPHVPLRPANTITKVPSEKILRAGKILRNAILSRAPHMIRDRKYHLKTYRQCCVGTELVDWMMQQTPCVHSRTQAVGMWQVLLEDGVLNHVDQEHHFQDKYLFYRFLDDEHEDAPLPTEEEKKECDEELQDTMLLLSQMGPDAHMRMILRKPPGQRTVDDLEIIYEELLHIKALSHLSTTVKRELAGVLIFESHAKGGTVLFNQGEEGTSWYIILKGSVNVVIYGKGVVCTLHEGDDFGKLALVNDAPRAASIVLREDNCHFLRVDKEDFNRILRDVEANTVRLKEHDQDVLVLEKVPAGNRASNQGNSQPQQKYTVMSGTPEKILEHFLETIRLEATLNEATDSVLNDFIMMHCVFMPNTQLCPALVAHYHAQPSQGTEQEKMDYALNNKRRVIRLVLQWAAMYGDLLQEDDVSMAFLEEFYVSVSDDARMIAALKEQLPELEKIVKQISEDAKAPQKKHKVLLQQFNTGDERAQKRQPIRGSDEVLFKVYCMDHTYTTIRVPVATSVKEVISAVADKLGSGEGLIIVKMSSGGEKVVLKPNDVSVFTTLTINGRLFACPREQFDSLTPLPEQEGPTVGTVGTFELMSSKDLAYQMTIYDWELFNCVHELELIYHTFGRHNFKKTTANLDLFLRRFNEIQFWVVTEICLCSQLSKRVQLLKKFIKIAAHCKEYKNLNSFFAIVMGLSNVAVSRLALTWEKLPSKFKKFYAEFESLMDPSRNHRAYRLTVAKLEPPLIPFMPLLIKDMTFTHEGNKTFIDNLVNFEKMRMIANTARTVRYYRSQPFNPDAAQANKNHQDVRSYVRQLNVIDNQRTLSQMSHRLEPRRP
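Readout is BODIPY fluorescence (480 nm excitation, 540 nm emission), which falls as labeled GDP is exchanged off Rap1B. EPAC2 at 100 nM acted on 250 nM RAP1B-BODIPY-GDP with 50 uM GDP present.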
A549 tox: counter-screen for Nrf2 inhibitors: cytotoxicity in A549 cells; Potency, µM (series often up to 46 µM), without a hit: at the top dose activity change, negative = cytotoxicity, actives largely listed as inhibitors; actives 0.16% (n = 390,000); AID 504648; A549 ARE-Fluc cells, CellTiter-Fluor viability, 18-24 h; note: potency is the fitted concentration of half-maximal effect; % is set by controls: 0 for no effect and ±100 for the full control effect
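A549 ARE_Fluc cells in 5% FBS OPTI-MEM were exposed to compounds in concentration-response for 18-24 h at 37 deg C. Viability was read by CellTiter-Fluor fluorescence (Ex 405/Em 525) after 30 min, before the luciferase read.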
Nrf2 activator: activators of Nrf2 (ARE) signaling | AREc32 ARE-luciferase reporter (MCF7-derived line), luminescence, 24 h | Potency, µM (titrated, usually from 46.1 µM), for the others: at the top dose activation, actives largely listed as activators | actives 0.31% (n = 410,000) | AID 624171; note: potency is the fitted concentration of half-maximal effect; % of control where 0% means no effect; nearly all actives have a fitted effect of over 65% in size
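Reporter line AREc32 (ARE-Fluc), seeded overnight in OPTI-MEM with 5% FBS; compound pin-transferred, 24 hr at 37 deg C, 5% CO2; luminescent read-out.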
EPAC2 antag: EPAC2 (human) antagonism; Q8WZA2; EPAC2 GEF exchange of Rap1B-BODIPY-GDP, fluorescence; Potency, µM (titrated, usually from 114 µM), without a hit: at the top dose activity, negative = inhibition, actives largely listed as inhibitors; actives 0.18% (n = 360,000); note: potency is the fitted concentration of half-maximal effect; % is set by controls: 0 for no effect and ±100 for the full control effect; nearly all actives have a fitted effect of over 45% in size; many of its hits are not listed in these tables
Nrf2 block: Nrf2 pathway inhibition; A549 ARE-Fluc reporter, luciferase luminescence, 18-24 h; Potency, µM (highest dose often 46 µM), for the others: at the top dose activity change, negative = inhibition, actives largely listed as inhibitors; actives 2.1% (n = 360,000); AID 504444; note: potency is the fitted concentration of half-maximal effect; % is set by controls: 0 for no effect and ±100 for the full control effect; nearly all actives have a fitted effect of over 60% in size
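Nrf2 function is reported as luminescence of an ARE-controlled luciferase in A549 cells. Compounds were tested at several concentrations, and a CellTiter-Fluor read on the same wells flagged cytotoxicity.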
MmCpn inh: inhibitors of Methanococcus maripaludis chaperonin (MmCpn). purified Mm-Cpn ATPase, ADP Transcreener TR-FRET. Potency, µM (series often up to 76.9 µM), for the others: at the top dose activity, negative = inhibition, actives largely listed as inhibitors. actives 0.031% (n = 330,000); note: potency is the fitted concentration of half-maximal effect; % is set by controls: 0 for no effect and ±100 for the full control effect; nearly all actives have a fitted effect of over 80% in size
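Eu-cryptate anti-ADP/ADP-d2 competition gives a ratio inversely related to ADP. Enzyme at 25 nM was pre-exposed to compound for 10 min, then given 10 uM ATP for 30 min, 37°C throughout.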
TGFb inhibitor: TGF-b pathway inhibition; AID 588855; HepG2 CAGA-GFP TGF-b/SMAD3 reporter, GFP fluorescence, 18 h; TGF-beta stimulated, 500 pg/mL final; actives 1.2% (n = 410,000); Potency, µM (titrated, usually from 46.1 µM), for inactives: top-dose activity, negative = inhibition, hits mostly inhibitors; note: potency is the fitted concentration of half-maximal effect; % is set by controls: 0 for no effect and ±100 for the full control effect; nearly all actives have a fitted effect of over 65% in size
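Smad-responsive CAGA-GFP expression was quantified in HEPG2 cells exposed to compounds and 500 pg/mL final TGF-beta for 18 h at 37 degrees C; unstimulated wells defined full inhibition.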
Akt phos inh: blocks phosphorylation of Akt; actives 0.32% (n = 360,000); activity change, % for hits at 50 µM; Neuro2A IGF-stimulated pAkt S473 HTRF, 20 min; active compounds read low; in the data active = activity change below about -80%; inconclusive = mostly about -51% to -80%; note: % is set by controls: 0 for no effect and ±100 for the full control effect
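Single-point screen (50 µM final compound) in Neuro2A cells stimulated 20 min with 6 nM IGF at 37 deg C. After lysis, Ser473-phosphorylated Akt read by HTRF (ex 330 nm, em 615/665 nm) as the 665/615 ratio.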
Numbers without * were called inactive; i = inactive; ? = inconclusive; / = not tested or not shown; [ ] = another dose, or the depositor's remark. Unless noted, calls come from the whole dose curve; as a rule, active = well fitted curve in the direction sought with a large enough effect; inconclusive = small, poorly fitted or top-dose-only effect, or another doubt; inactive = no such curve, though single readings can be large; an effect the other way counts as inactive or inconclusive. These rows are one share of the data; the hit share may differ from the screen's.

# | molecule | CCT chaperon mod | EPAC2 agonist | A549 tox | Nrf2 activator | EPAC2 antag
1 | CC(CN1CCCC1)OC(=O)c1ccccc1Cl (stereo not given) | 0.2 | -2% | -3% | 0.1% | 6%
2 | Cc1cc(CNC(=O)C(C)n2cc([N+](=O)[O-])cn2)c2ccccc2n1 (stereo not given) | -1.0 | 15% | -2% | 0.2% | -1%
3 | COc1ccc(C(=O)NC(=S)NCc2ccc(-c3nc4ccccc4o3)cc2)cc1OC | 4.2 | -4% | -19% | -0.1% | 3%
4 | CC(C)(C)Cc1nnc(NS(C)(=O)=O)s1 | -3.3 | 9% | 6% | 0.4% | -2%
5 | O=C(CC1C(=O)NCCN1CCCc1ccccc1)NCCc1ccccc1F (stereo not given) | 0.6 | -3% | -10% | 0.7% | -4%
6 | COc1ccc2c(c1)C(=O)CC(c1ccc(OC)c(OC)c1)O2 (stereo not given) | 2.3 | -4% | 0% | -1.0% | -18%
7 | CCc1c(C)sc(NC(=O)OC)c1C(N)=O | -0.2 | 5% | 14% | 0.2% | -6%
8 | Cc1ccc(Cn2c(=N)c(S(=O)(=O)c3ccc(C)cc3)cc3c(=O)n4ccccc4nc32)cc1 | -0.3 | 20% | -9% | -0.3% | 17%
9 | CCN1C(=O)CC(Sc2ccccc2N)C1=O (stereo not given) | 1.5 | 3% | 4% | 3.1% | -10%
10 | COc1ccccc1CNS(=O)(=O)c1ccc(C)cc1 | -1.2 | 10% | -4% | 0.1% | 3%
11 | CCN(C(=O)CSc1nc2n[nH]c(C)c2c(=N)n1-c1ccc(Cl)c(C)c1)c1cccc(C)c1 | 0.2 | -9% | -8% | 0.6% | -16%
12 | CCc1cc2c(=O)c(-c3nc4ccccc4[nH]3)coc2c(CN2CCCCC2C)c1O (stereo not given) | 1.0 | -9% | -13% | 3.2% | -11%
13 | Cc1nc2sc(C(c3cccs3)N3CCC(C(N)=O)CC3)c(O)n2n1 (stereo not given) | 2.0 | -3% | 0% | -0.5% | 11%
14 | Cc1ccccc1Nc1nc(N)nc(COC(=O)CCNS(=O)(=O)c2ccccc2)n1 | 1.6 | 12% | 6% | -0.3% | 17%
15 | Cc1cc(C(=O)COC(=O)c2ccccc2NCCO)c(C)n1CC1CCCO1 (stereo not given) | -1.4 | 6% | -1% | -0.2% | 2%

# | Nrf2 block | MmCpn inh | TGFb inhibitor | Akt phos inh
1 | -6% | 0% | -10% | i
2 | -18% | 3% | -9% | i
3 | ? | 0% | -2% | i
4 | ? | / | 4% | i
5 | -18% | 1% | 4% | i
6 | 19% | 0% | 2% | i
7 | 13% | 0% | 22% | i
8 | -17% | -5% | -7% | i
9 | / | 1% | 19% | i
10 | 5% | 3% | 1% | i
11 | -22% | -1% | -28% | /
12 | -10% | 0% | 1% | i
13 | 0% | -1% | -18% | i
14 | 7% | -2% | 0% | i
15 | ? | -6% | -22% | i

Whole records from above. Order of screens: CCT chaperon mod | EPAC2 agonist | A549 tox | Nrf2 activator | EPAC2 antag | Nrf2 block | MmCpn inh | TGFb inhibitor | Akt phos inh
Listed for `COc1ccccc1CNS(=O)(=O)c1ccc(C)cc1` = -1.2 | 10% | -4% | 0.1% | 3% | 5% | 3% | 1% | i
Listed for `Cc1ccc(Cn2c(=N)c(S(=O)(=O)c3ccc(C)cc3)cc3c(=O)n4ccccc4nc32)cc1` = -0.3 | 20% | -9% | -0.3% | 17% | -17% | -5% | -7% | i
Listed for `CCN1C(=O)CC(Sc2ccccc2N)C1=O` (stereo not given) = 1.5 | 3% | 4% | 3.1% | -10% | / | 1% | 19% | i
Listed for `Cc1ccccc1Nc1nc(N)nc(COC(=O)CCNS(=O)(=O)c2ccccc2)n1` = 1.6 | 12% | 6% | -0.3% | 17% | 7% | -2% | 0% | i
Listed for `Cc1cc(CNC(=O)C(C)n2cc([N+](=O)[O-])cn2)c2ccccc2n1` (stereo not given) = -1.0 | 15% | -2% | 0.2% | -1% | -18% | 3% | -9% | i

Back to the main list, repeating the 4 entries before the break.
# | molecule | CCT chaperon mod | EPAC2 agonist | A549 tox | Nrf2 activator | EPAC2 antag
12 | CCc1cc2c(=O)c(-c3nc4ccccc4[nH]3)coc2c(CN2CCCCC2C)c1O (stereo not given) | 1.0 | -9% | -13% | 3.2% | -11%
13 | Cc1nc2sc(C(c3cccs3)N3CCC(C(N)=O)CC3)c(O)n2n1 (stereo not given) | 2.0 | -3% | 0% | -0.5% | 11%
14 | Cc1ccccc1Nc1nc(N)nc(COC(=O)CCNS(=O)(=O)c2ccccc2)n1 | 1.6 | 12% | 6% | -0.3% | 17%
15 | Cc1cc(C(=O)COC(=O)c2ccccc2NCCO)c(C)n1CC1CCCO1 (stereo not given) | -1.4 | 6% | -1% | -0.2% | 2%
16 | CCn1c2ccccc2c2nc3cc(C(=O)O)ccc3nc21 | -4.6 | 8% | -2% | 7.5% | -17%
17 | CCN(c1ccc(NC(=O)CCNC(=O)c2ccco2)cc1)C(C)C | -4.1 | 6% | ? | 0.1% | -7%
18 | O=c1[nH]c(=O)n(Cc2ccco2)c2c1C(C(F)(F)F)(C(F)(F)F)N=C(CCC1CCCCC1)N2 | -1.2 | 6% | -6% | -0.2% | 3%
19 | CC(=O)Nc1cc2c3ccccc3ccc2c2ccccc12 | -2.0 | 7% | 12% | 3.3% | 0%
20 | O=C(CNC(=O)c1ccco1)OCc1ccc(Cl)cc1 | 0.7 | 6% | -1% | -0.4% | 11%
21 | CCC(C)(C)C(=O)Nc1cccc(Cl)c1C | 1.1 | 4% | -8% | -0.5% | -5%
22 | COc1cc(/C=C/C(=O)OC(C)C(=O)c2ccccc2)cc(OC)c1OC (stereo not given) | -0.8 | 9% | 6% | 5.1% | -8%
23 | CCCCCCCN1N=C(C)C(C(=O)c2ccccc2)C1=O (stereo not given) | -3.4 | -10% | -12% | -1.2% | 0%
24 | CCCCOCCCn1cnc2c([nH]c3cc(OC)ccc32)c1=O | -2.3 | -3% | 2% | 0.7% | 4%
25 | COc1cccc(C(=O)Nc2cccc(OCC(=O)c3ccccc3)c2)c1 | 3.7 | 23% | -6% | 4.1% | 5%
26 | C/C(=C\C(=S)Nc1ccccc1)Nc1ccccc1 | 0.2 | -1% | -1% | 3.1% | -2%
27 | O=C(NCCCn1ccnc1)c1ccc(Br)c(S(=O)(=O)N2CCOCC2)c1 | 0.6 | 1% | -8% | 0.2% | 12%
28 | CN(Cc1c(O)ccc2c1oc(=O)c1ccccc12)C1CCCCC1 | -0.3 | 8% | -8% | 8.0% | -3%
29 | Nc1cccc(C(=O)OCC(=O)Nc2cccc3c2C(=O)c2ccccc2C3=O)c1 | 0.1 | 7% | -17% | 2.1% | 5%
30 | O=[N+]([O-])c1ccc2nc(-c3ccccn3)[nH]c2c1 | -0.8 | 1% | 1% | -1.3% | 2%

# | Nrf2 block | MmCpn inh | TGFb inhibitor | Akt phos inh
12 | -10% | 0% | 1% | i
13 | 0% | -1% | -18% | i
14 | 7% | -2% | 0% | i
15 | ? | -6% | -22% | i
16 | -12% | 0% | 2% | i
17 | -14% | -1% | -2% | i
18 | -4% | 0% | -6% | /
19 | 4% | / | -3% | i
20 | 4% | 0% | 0% | i
21 | 1% | 0% | -2% | i
22 | 9% | 0% | 0% | i
23 | ? | -1% | -9% | i
24 | / | -3% | -25% | i
25 | ? | -4% | -6% | i
26 | 6% | -2% | -50% | i
27 | -5% | 2% | -1% | i
28 | -2% | -16% | 30%[activator] | i
29 | ? | -2% | -11% | i
30 | ? | 2% | -19% | i

Later entries
# | molecule | CCT chaperon mod | EPAC2 agonist | A549 tox | Nrf2 activator | EPAC2 antag
31 | COc1ccccc1N1CCN(C(=O)CCc2nnc3ccc(N4CCOCC4)nn23)CC1 | -2.6 | 4% | 3% | 0.0% | -5%
32 | CCCCNC(=O)C1(C)CCCCN1C(=O)c1cc(C#N)cs1 (stereo not given) | 0.8 | 5% | / | 0.0% | -6%
33 | CC(C)c1ccc(-n2c(-c3ccccc3)c[n+]3c2CCc2ccccc2-3)cc1 | 1.1 | 8% | 10µM* | 24% | -12%
34 | CCCCN1C(=O)C(CC(=O)NCc2cccs2)CC(C(=O)N2CCOCC2)=C1C (stereo not given) | 0.6 | -3% | / | -0.2% | 7%
35 | COc1ccccc1Nc1nnc(SCC(=O)Nc2nc(-c3ccc(F)cc3)cs2)s1 | 1.4 | -6% | ? | 11% | 11%
36 | COCCCNc1nccn2ccnc12 | 1.0 | 4% | / | 0.7% | -6%
37 | O=C(NCC(c1ccco1)N1CCOCC1)c1c(F)cccc1F (stereo not given) | 0.0 | 13% | 1% | -0.4% | 9%
38 | Cc1onc(-c2ccccc2)c1C(=O)Nc1ccc(N2CCOCC2)cc1 | -2.3 | 0% | -12% | -0.2% | 0%
39 | Cc1ccccc1NS(=O)(=O)c1ccc(OCC(=O)N2CCCC2)cc1 | -2.9 | -3% | 12% | 0.3% | 14%
40 | CCc1nc(N2CCCC2)c(C#N)c2c1CCCC2 | 1.2 | 9% | 7% | 0.5% | -1%
41 | Cc1[nH]nc2cn[nH]c12 | 2.5 | 3% | -2% | -0.2% | 13%
42 | COc1cccc(C(O)c2nc(-c3ccc(OC)nc3)cs2)c1 (stereo not given) | 1.0 | 11% | / | -0.8%[9.22 µM] | -7%

# | Nrf2 block | MmCpn inh | TGFb inhibitor | Akt phos inh
31 | 10% | 2% | -2% | i
32 | / | / | 12% | i
33 | 2.1µM* | -3% | ? | i
34 | / | / | 13% | i
35 | ? | -14% | ? | i
36 | / | / | -3% | i
37 | 4% | -1% | 4% | i
38 | -27% | 0% | 0% | i
39 | / | 0% | -1% | i
40 | 6% | 0% | 3% | i
41 | / | 1% | 21% | i
42 | / | / | -3% | i
